# BoNT A protease – inhibitors of Botulinum neurotoxin A light chain protease. multiplex microsphere protease substrate cleavage, flow cytometry. inhibition, % at 10 µM. 0.17% of 360,000 active. AID 588499; further: plate controls were buffer without enzyme for full effect and enzyme alone for no effect
# Vc quorum ag – inducers of Vibrio cholerae quorum light production without autoinducers; V. cholerae BH1578 lux reporter, luminescence, 6 h; activation, % at 18.7 µM; 0.16% of 350,000 active; in the data active means activation mostly above about 9.7%, no sharp cut-off; further: not every result past the cut was called active; inactives centre near 0; reference of the scale not given here
# CCHF vOTU inh – CCHFV vOTU protease inhibition | Pep-AMC fluorescence | 0.55% of 370,000 active | inhibition, % at 11.5 µM; in the data active means inhibition above about 30%; further: 0% = vehicle wells with enzyme and 100% = no enzyme wells
# Y pestis TopoI – inhibitors of Yersinia pestis topoisomerase I; Y. pestis Topo-I cleavage product accumulation, plate reader; activity, % at 10 µM; 0.064% of 360,000 active; AID 504884; in the data active means activity above about 50%, passing the limit was not always enough; further: inactives centre near 2
# PfHsp40 rescue – restores yeast growth despite PfHsp40 toxicity; S. cerevisiae expressing PfHsp40, growth rescue, ATP luminescence; growth rescue, % at 12.5 µM; 0.68% of 340,000 active; in the data active means growth rescue above about 28%, passing the limit was not always enough;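 further: yeast W303a lacking pdr1 and pdr3 grown in galactose medium; growth measured after three days at 30 °C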
# PriA SSB inh – inhibitors of Klebsiella pneumoniae PriA binding to SSB C-terminal tail. 0.6% of 430,000 active. inhibition, % at 33 µM. AlphaScreen SSBct-PriA binding, biotinylated peptide; in the data active means inhibition mostly above about 37%, no sharp cut-off; inactive means mostly below about 20%;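 further: plate controls were negative control peptide for no effect and reference peptide for full effect; strong numbers were not always called active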
# TcdB GH inh – TcdB glycohydrolase inhibition; P18177; TcdB glycohydrolase enzymatic assay, plate reader; inhibition, % at 9.99 µM; 0.24% of 350,000 active; in the data active means inhibition above about 10%
# 3CLpro inhibitor – SARS-CoV 3CLpro protease inhibition. AID 1706. 0.14% of 290,000 active. P0C6X7. inhibition, % at 6 µM. recombinant SARS-CoV 3CLpro, quenched FRET peptide cleavage; in the data active means inhibition above about 12%
# Anthrax LF inh2 – anthrax lethal factor protease inhibition; P15917; multiplex microsphere protease cleavage assay, LF; inhibition, % at 10 µM; 0.12% of 360,000 active; further: plate controls were buffer without enzyme for full effect and enzyme alone for no effect
# Target sequence (P15917 whole entry, looked up): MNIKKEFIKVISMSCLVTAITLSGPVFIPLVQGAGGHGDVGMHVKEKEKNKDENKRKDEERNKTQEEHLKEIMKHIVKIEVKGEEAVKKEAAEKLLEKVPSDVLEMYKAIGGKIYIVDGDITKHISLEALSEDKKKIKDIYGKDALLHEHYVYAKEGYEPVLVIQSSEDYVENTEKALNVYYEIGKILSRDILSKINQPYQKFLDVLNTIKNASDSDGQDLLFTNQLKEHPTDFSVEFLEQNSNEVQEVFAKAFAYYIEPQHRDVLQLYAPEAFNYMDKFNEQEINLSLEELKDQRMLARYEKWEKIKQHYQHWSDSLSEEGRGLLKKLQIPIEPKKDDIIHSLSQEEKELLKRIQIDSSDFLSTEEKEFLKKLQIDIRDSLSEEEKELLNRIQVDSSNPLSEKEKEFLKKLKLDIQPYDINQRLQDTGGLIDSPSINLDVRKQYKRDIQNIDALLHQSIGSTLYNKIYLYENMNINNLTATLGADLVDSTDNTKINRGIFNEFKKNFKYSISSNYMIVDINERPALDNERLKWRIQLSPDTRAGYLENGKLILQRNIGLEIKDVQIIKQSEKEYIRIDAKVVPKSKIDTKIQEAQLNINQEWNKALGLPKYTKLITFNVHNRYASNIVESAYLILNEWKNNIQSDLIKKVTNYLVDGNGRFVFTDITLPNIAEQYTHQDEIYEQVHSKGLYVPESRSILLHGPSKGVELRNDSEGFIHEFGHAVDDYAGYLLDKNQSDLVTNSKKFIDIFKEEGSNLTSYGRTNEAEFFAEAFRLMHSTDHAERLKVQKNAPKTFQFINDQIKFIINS
# VHR inh abs – DUSP3 (human) phosphatase inhibition | P51452 | 0.52% of 290,000 active | recombinant VHR phosphatase, pNPP absorbance | inhibition, % at 13.3 µM; in the data active means inhibition above about 50%; further: some compounds called inactive have numbers as strong as hits
# Target sequence (P51452 whole entry, looked up): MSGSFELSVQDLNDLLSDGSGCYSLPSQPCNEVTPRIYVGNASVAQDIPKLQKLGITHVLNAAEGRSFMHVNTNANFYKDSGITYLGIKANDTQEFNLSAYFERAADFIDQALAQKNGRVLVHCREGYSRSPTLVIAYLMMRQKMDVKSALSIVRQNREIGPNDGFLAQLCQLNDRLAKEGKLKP
# * marks the source's active call; other numbers are inactive results; i = inactive; . = not tested or not shown; & = joins results of further samples. Unless noted, no stated cut-off is given here; in the data, active means inhibition above about 30%; inconclusive means no clear call, values can overlap the other calls; inactive means below that. An excerpt; rates above refer to the full screens.
Compound	BoNT A protease	Vc quorum ag	CCHF vOTU inh	Y pestis TopoI	PfHsp40 rescue	PriA SSB inh	TcdB GH inh	3CLpro inhibitor	Anthrax LF inh2	VHR inh abs
COc1cc(C(O)CO)ccc1O (stereo unspecified)	-0.9	0.3	1	9	-0.3	1	0.0	.	-4	.
O=C(CSc1nc2ccccc2o1)NC1CCCC1	-1.9	-0.6	10	-6	1.0	-9	0.9	2	-3	4
Cn1c(O)c(C=Nc2ccc(F)cc2)c(=O)[nH]c1=O	1.2	-0.1	-8	-4	-1.2	-22	-0.1	0	-8	36
Cc1nn(Cc2ccccc2)c(C)c1C(=O)N1CCN(S(=O)(=O)/C=C/c2ccccc2)CC1	-0.8	i	-11	32	2.0	-3	0.0	.	-3	.
Cc1ccc(SCC(=O)NC2CCS(=O)(=O)C2)cc1 (stereo unspecified)	-0.3	0.3	0	6	-0.8	10	0.6	-6	1	29
CN(C(=S)Nc1ccc(Oc2ccccc2)cc1)C1CCCCC1	-0.8	-0.2	4	16	0.5	-9	0.9	1	-1	-4
CN(C)CC#CCOC(c1ccccc1)c1ccccc1	-0.2	i	5	1	14	8	5.4	4	-2	30
Brc1cccc(-c2n[nH]c(-c3ccccc3)n2)c1	-0.2	i	13	-11	18	-11	.	5	-2	1
CCC1CC(C(=O)Nc2ccccc2)C(=O)O1 (stereo unspecified)	0.2	-0.5	-9	-3	-0.2	-11	0.1	.	2	.
Cc1ccc(S(=O)(=O)c2nc(-c3ccccc3Cl)oc2N2CCN(C)CC2)cc1	-0.2	i	13	41	0.7	13	1.6	.	0	.
CC(C)Cn1c(CN2CCN(C)C(CCO)C2)nc2ccccc21 (stereo unspecified)	-3.5	72*	7	-3	-0.7	-27	0.6	5	1	12
COc1ccc(N2CCN(Cc3cc(=O)oc4ccc(C)cc34)CC2)cc1	0.4	-0.4	-2	-2	-0.1	2	.	-4	-2	-15
Cc1ccc2c(=O)n3c(nc2c1)C(Cc1ccccc1)NC(=O)c1cccnc1-3 (stereo unspecified)	-0.1	0.1	8	7	.	.	0.7	.	-2	.
C=CCN(C(=O)Nc1ccc2oc(C)nc2c1)c1ccccc1	-0.6	-1.0	17	-8	0.7	-15	.	-2	0	10
COC(=O)CSC1=C(C#N)C(c2ccc(Cl)cc2)C(C(=O)OC)C(=O)N1 (stereo unspecified)	-0.2	-3.4	4	-1	-1.2	1	.	-1	-4	28
O=C(NC1CC1)C1=C[C@@H](c2ccc(Br)cc2)C[C@@H](OCCCCO)O1	-0.5	-0.5	18	5	-0.5	-3	0.2	-1	-2	14
COc1ccc(-c2nnc(NC(=O)Cc3ccccc3)s2)c(OC)c1	-0.1	i	5	0	1.2	4	0.4	3	-6	9
NC(Cc1ccccc1Cl)c1nn[nH]n1 (stereo unspecified)	-0.3	-0.5	6	4	.	.	3.0	.	-5	.
C[C@@H]1CCCCO[C@H](CN(C)C(=O)Nc2ccc(F)cc2)[C@@H](C)CN([C@H](C)CO)C(=O)c2cc(N(C)C)ccc2O1	0.0	-0.6	8	15	.	.	-11&-17&-6.2	.	-4	.
COc1cc(/C=C/C(=O)N2CCN(c3ccccn3)CC2)cc(OC)c1OC	0.8	0.4	1	14	1.0	-13	-1.2	2	-2	4
O=C(NCc1ccco1)c1cccc(NC(=O)c2ccccc2)c1	0.7	.	-1	7	-0.6	-9	.	-8	-3	-1
CC(C)c1ccc(NC(=O)NCc2ccc3c(c2)OCO3)cc1	0.0	i	10	18	-0.5	1	1.5	5	0	2
O=c1cc(O)n(-c2ccc(Cl)cc2)c(=S)[nH]1	0.4	i	7	-5	1.2	-16	.	6	2	42
Cc1ccc(CC(=O)O/N=C(\N)Cc2ccc([N+](=O)[O-])cc2)cc1	-0.3	i	4	5	-0.1	i	0.5	-6	-1	5
CC(=O)Nc1c(C(=O)c2ccccc2)oc2ccccc12	1.5	.	7	-5	-1.9	-43	.	8	4	-2
CCOc1ccc(-c2nonc2NC(=O)c2ccco2)cc1OCC	-1.0	3.8	8	-12	0.0	-3	1.0	-7	-1	-3
CSCc1c(C(=O)Nc2ccccc2N2CCOCC2)oc2ccccc12	1.7	6.2	-4	4	-1.1	-1	0.6	.	-1	.
COc1ccccc1N1CCN(CC(=O)c2ccc(F)cc2)CC1	3.0	i	-11	6	1.3	2	-1.5	7	-11	16
NC1=NC(=O)/C(=C\c2cccs2)S1	0.9	-14	13	4	-1.4	-28	.	3	2	6
CN1CCc2c(c3c(n2C)CCN(C)[C@@H]3c2cccnc2)[C@H]1c1cccnc1	-0.4	i	18	3	-1.1	-3	0.2	2&-4	-2	-3&-5
O=C(CSc1ncc(C(F)(F)F)cc1Cl)N1CCNC1=O	-2.6	-0.5	8	0	0.4	-8	1.0	.	5	.
C[C@@H]1CN([C@H](C)CO)C(=O)CCCn2nncc2CO[C@@H]1CN(C)S(=O)(=O)c1ccc(Oc2ccccc2)cc1	0.4	0.6	0	31	.	.	-0.2&-19&-1.1	.	3	.
Clc1cc(Br)ccc1OCCOCCN1CCOCC1	-0.2	-0.1	10	5	-0.6	-7	.	0	4	19
CC(=O)Nc1cccc(C(=O)Nc2ccc(S(=O)(=O)N3CCCCC3)cc2)c1	-0.7	-1.4	2	4	-0.1	-15	1.8	.	-1	.
Cc1cccc(C)c1NC(=O)c1cccc(N2C(=O)C3CCC(C)CC3C2=O)c1 (stereo unspecified)	0.0	1.8	14	-5	-0.1	-12	1.4	-6	3	45
C[C@H]1CN=C(N(C)C)N1CC1CCCCC1	0.2	i	4	7	0.4	3	0.3	.	-8	.
COc1ccccc1N1CCN(C(=O)c2cc3sccc3n2C)CC1	-0.4	i	11	25	-0.1	1	.	-2	0	32
CCOc1ccc(NC(=O)NCCCN2CCCC2)cc1	0.2	-0.6	-1	-4	-0.4	-3	.	4	0	-20
CCOc1ccc(Cl)cc1-c1cc(C(=O)Nc2cc(OC)ccc2OC)[nH]n1	-0.1	i	.	1	.	.	.	.	-2	.
CCc1ccc(N(C(=O)CNC(=O)c2ccco2)C(C(=O)NC2CCCC2)c2cccnc2)cc1 (stereo unspecified)	-1.3	-0.2	1	9	1.1	-20	1.7	-3	12	10

# Part of the list above, with two lines to a compound.
# Values run as follows: BoNT A protease | Vc quorum ag | CCHF vOTU inh | Y pestis TopoI | PfHsp40 rescue | PriA SSB inh | TcdB GH inh | 3CLpro inhibitor | Anthrax LF inh2 | VHR inh abs
CC(=O)Nc1cccc(C(=O)Nc2ccc(S(=O)(=O)N3CCCCC3)cc2)c1
→ -0.7 | -1.4 | 2 | 4 | -0.1 | -15 | 1.8 | . | -1 | .
Cc1cccc(C)c1NC(=O)c1cccc(N2C(=O)C3CCC(C)CC3C2=O)c1 (stereo unspecified)
→ 0.0 | 1.8 | 14 | -5 | -0.1 | -12 | 1.4 | -6 | 3 | 45
C[C@H]1CN=C(N(C)C)N1CC1CCCCC1
→ 0.2 | i | 4 | 7 | 0.4 | 3 | 0.3 | . | -8 | .
COc1ccccc1N1CCN(C(=O)c2cc3sccc3n2C)CC1
→ -0.4 | i | 11 | 25 | -0.1 | 1 | . | -2 | 0 | 32

# Going on with the list:
Compound	BoNT A protease	Vc quorum ag	CCHF vOTU inh	Y pestis TopoI	PfHsp40 rescue	PriA SSB inh	TcdB GH inh	3CLpro inhibitor	Anthrax LF inh2	VHR inh abs
COc1ccc(OCC#CCN2CCCCCC2)cc1	0.4	-0.3	-10	3	-0.7	0	0.5	2	-2	14
Cc1cc(NS(=O)(=O)c2ccc(Nc3nc(-c4ccc(C)c(C)c4)cs3)cc2)no1	-1.3	i	6	-10	-0.7	20	.	9	-5	-8
CNC(=O)C(=O)NCCN1CCN(S(=O)(=O)c2ccc3ccccc3c2)CC1	0.1	i	22	-6	0.5	-5	1.4	-2	-3	5
Cc1cccc(Nc2nc(-c3c(C)nc4ccccn34)cs2)c1	-0.4	-1.4	10	10	0.7	15	.	5	-2	24
CCC1=NN2C(=N)/C(=C\c3cccn3-c3ccc(C)c(C)c3)C(=O)N=C2S1	-0.2	-0.5	2	-7	-1.0	-5	-0.1	1	-1	17
COc1ccc(Cl)cc1C(=O)NCC(c1ccco1)N1CCCC1 (stereo unspecified)	-0.4	i	-2	-5	-0.6	-19	.	-9	-5	13
COc1cc(C(=O)N2CCN(C(=O)c3cccc4ccccc34)CC2)cc(OC)c1OC	-0.1	-0.3	18	8	-0.3	-6	1.1	-4	2	18
C=CCn1cc(C(=O)NCCCOC)c(=O)c2cc(S(=O)(=O)N(CC)CC)ccc21	0.6	-0.7	-1	9	0.5	2	.	-5	1	20
O=C(O)c1cccc(-n2sc3ccccc3c2=O)c1	27	i	17	-5	52*	10	-2.3	.	1	.
Cc1ccc(Cl)c(OCC(=O)NC2CCN(Cc3ccccc3)CC2)c1	-24	i	-2	-12	-0.3	1	1.3	.	-9	.
Cc1ccc([C@H]2C[C@@H](O)[C@H](n3cc(COC(=O)c4ccccc4)nn3)CN2Cc2cccs2)cc1	-0.1	-0.4	-8	3	.	.	1.1	.	1	.
C=CCn1c(=S)[nH]c2ccc(Br)cc2c1=O	-0.5	.	14	-1	0.6	-12	.	6	2	8
CC1(c2ccc([N+](=O)[O-])cc2)NC(=O)NC1=O (stereo unspecified)	-0.5	i	-8	-9	-1.3	-7	0.7	-6	-4	38
N#Cc1ccc(OCC(=O)OCC(=O)NCCC2=CCCCC2)cc1	-0.7	-0.2	0	9	-0.2	-21	.	2	2	16
CC(=O)N1CCN(C(=O)c2ccc3c(c2)OCO3)CC1	1.2	.	-7	-3	-1.9	-2	1.2	.	4	.
Cc1ccc(-c2nc(N)nc(N)n2)c(C)c1	0.5	-1.6	6	-2	-1.4	-5	1.7	.	4	.
COC(=O)c1ccc(NC(=O)c2cn(-c3ccccc3)nc2-c2ccncc2)cc1	-1.0	-0.7	3	-5	1.5	-1	.	-1	-4	9
COc1ccccc1OCCOCCOc1c(C)cc(C)cc1Br	1.4	0.1	6	48	0.7	-64	-0.5	1	0	-11
O=C1NC(Cc2ccccc2)c2nc3ccc(Cl)cc3c(=O)n2-c2cc3ccccc3cc21 (stereo unspecified)	-0.2	-0.7	10	41	.	.	0.1	.	-2	.
COc1ccccc1CCC(=O)OCC(=O)NCc1ccc(OC)c(OC)c1	-6.6	i	-5	3	-0.4	-6	0.6	.	8	.
COc1ccc([C@H]2CC(=O)C=C(c3cc4ccccc4s3)C2)cc1OC	0.7	i	-2	5	3.2	-4	0.6	.	-5	.
CC(C)Oc1ccc(NC(=O)CCC(=O)O)cc1	-1.4	-0.3	1	13	-1.9	-7	.	-7	-1	10
COc1cccc(C(c2nnnn2Cc2ccco2)N2CCN(Cc3ccccc3)CC2)c1OC (stereo unspecified)	0.8	1.0	2	10	-1.5	9	0.9	1	3	19
CC(C)CCN(C(=O)c1cn2ccccc2n1)c1c(N)n(Cc2ccccc2)c(=O)[nH]c1=O	0.8	-5.0	12	6	0.5	-4	1.6	.	0	.
CCCN1CCN(C(=O)Cn2ncc3c([nH]c4ccc(C)cc43)c2=O)CC1	0.9	-0.6	-8	3	0.2	-5	3.7	3	4	18
NC(=O)NC(=O)COC(=O)c1ccccc1Oc1ccccc1	0.5	8.2	2	-6	-1.3	2	.	-4	-2	2
CCn1c(CNC(=O)C2CCCCC2)cc2cc(C)ccc21	-2.1	-0.3	-2	-1	-1.5	-6	1.1	-2	-7	-3
O=C(CCC(=O)c1ccc(F)cc1)NCc1ccccc1C(F)(F)F	-4.8	-0.2	-8	4	0.0	-11	0.4	-3	0	66
CCOCC(=O)Nc1ccc(C(=O)Nc2ccccc2Cl)cc1	.	.	-1	.	.	.	1.6	0	.	11
CCCOc1ccc(/C=N/NC(=O)C2CCCN2S(=O)(=O)c2ccc(Cl)cc2)cc1 (stereo unspecified)	0.2	-3.0	18	2	-0.3	.	.	2	-3	1

# Assay outcomes deposited in PubChem by several laboratories.
